Source: PubChem BioAssay
aSyn rescue – qHTS of alpha-syn Inhibitors; Yeast expressing alpha-synuclein, growth rescue, BacTiter-Glo, 24 h; Potency, µM (series often up to 46.1 µM), inactives show at the top dose growth rescue (activation), most hits filed as activators; hit rate 0.14% among 370,000; note: potency is the fitted concentration of half-maximal effect; % of control where 0% means no effect; nearly all actives have a fitted effect of over 65% in size
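Screening used galactose-induced yeast with toxic alpha-synuclein levels, exposed to compound for 24 hr at 30 deg C. Cell growth, read with BacTiter-Glo luminescence, gave the measured signal.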
DRD3 antagonist – qHTS of D3 Dopamine Receptor Antagonist: qHTS; D(3) dopamine receptor (Homo sapiens), P35462; D3R cells, DiscoveRx beta-arrestin luminescence, antagonist mode; stronger effect = lower value; max response, negative = inhibition, %; hit rate 2.5% among 360,000; AID 652054, 2013; in the data active = max response below about -50%; inconclusive = no clear call, values can overlap the other calls; note: % is set by controls: 0 for no effect and ±100 for the full control effect; mostly tested at two doses, the higher about 12 µM
Target sequence (P35462 whole entry, looked up): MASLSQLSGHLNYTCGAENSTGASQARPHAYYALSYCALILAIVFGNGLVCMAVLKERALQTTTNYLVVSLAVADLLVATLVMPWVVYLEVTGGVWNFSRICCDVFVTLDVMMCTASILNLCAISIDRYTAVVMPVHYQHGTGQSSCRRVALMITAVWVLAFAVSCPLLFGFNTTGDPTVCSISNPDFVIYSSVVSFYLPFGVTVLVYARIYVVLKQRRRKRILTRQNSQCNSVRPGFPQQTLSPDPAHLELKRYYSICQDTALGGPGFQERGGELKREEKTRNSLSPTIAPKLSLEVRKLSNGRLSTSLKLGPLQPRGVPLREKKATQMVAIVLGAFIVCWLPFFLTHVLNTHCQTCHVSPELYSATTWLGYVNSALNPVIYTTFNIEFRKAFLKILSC
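Cells expressing the human receptor were seeded at 1500 cells/well, incubated overnight at 37 degrees C in 5% CO2, then exposed to library compounds with dopamine controls for 90 minutes at 37 degrees C before luminescent detection.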
TDP43 rescue – qHTS of TDP-43 Inhibitors. Potency, µM (series often up to 46.1 µM), without a hit: top-dose growth rescue (activation), hits mostly activators. AID 652104, 2013. hit rate 1.8% among 410,000. TDP-43 expressing yeast growth rescue, BacTiter-Glo, 24 h; note: potency is the fitted concentration of half-maximal effect; % of control where 0% means no effect; nearly all actives have a fitted effect of over 50% in size
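Luminescence from BacTiter-Glo reports growth of TDP-43-expressing yeast after 24 hr at 30 deg C with compound. Cells were raffinose-pregrown to mid-log, then seeded in galactose medium at OD600=0.02.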
GLP-1R inv ag – qHTS of GLP-1 Receptor Inverse Agonists (Inhibition Mode); HEK293 GLP-1R CRE-luciferase, luminescence, 24 h; GLP-1R form is constitutively active; hit rate 1.6% among 410,000; Potency, µM (doses to about 38.3 µM), without a hit: at the top dose activity change, negative = inhibition, usual class: inhibitors; Glucagon-like peptide 1 receptor (Homo sapiens), P43220; note: potency is the fitted concentration of half-maximal effect; % is set by controls: 0 for no effect and ±100 for the full control effect; nearly all actives have a fitted effect of over 55% in size
Target sequence (P43220 whole entry, looked up): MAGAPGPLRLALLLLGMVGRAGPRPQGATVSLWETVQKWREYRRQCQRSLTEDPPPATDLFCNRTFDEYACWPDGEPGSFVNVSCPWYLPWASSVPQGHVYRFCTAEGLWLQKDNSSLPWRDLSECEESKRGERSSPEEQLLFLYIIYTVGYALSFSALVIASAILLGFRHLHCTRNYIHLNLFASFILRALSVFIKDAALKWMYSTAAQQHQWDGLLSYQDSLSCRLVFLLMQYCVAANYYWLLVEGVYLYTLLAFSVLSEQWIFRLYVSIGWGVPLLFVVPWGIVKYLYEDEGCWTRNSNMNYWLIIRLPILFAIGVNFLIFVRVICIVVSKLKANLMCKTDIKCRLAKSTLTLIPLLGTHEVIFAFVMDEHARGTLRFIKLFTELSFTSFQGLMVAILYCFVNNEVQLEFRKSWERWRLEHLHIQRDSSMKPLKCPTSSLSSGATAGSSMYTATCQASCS
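Using stably transfected HEK293 (constitutively active GLP-1R, cAMP-luciferase reporter), compounds were incubated 24 hr and luciferase measured by luminescence.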
PTHR1 agonist – qHTS for PTHR1 Agonists: Primary Screen; HEK293 GP2 PTHR1 cells, GloSensor cAMP luminescence, 1 h; Potency, µM (doses to about 115 µM), without a hit: at the top dose activation, actives largely listed as activators; hit rate 0.075% among 410,000; AID 743266, 2014; note: potency is the fitted concentration of half-maximal effect; nearly all actives have a fitted effect of over 55% in size; some results filed as inactive show a strong effect at the top dose; inactives centre near -15; many of its hits are not listed in these tables
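HEK-293-derived GP2 cells expressing PTHR1 and a GloSensor cAMP reporter, 3,000/well, plated overnight, given luciferin plus IBMX (each 0.5 mM as added) for 1 h at 37 °C, then compound for 1 h at 37 °C. Luminescence was read after 15 min at room temperature.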
Abeta rescue – qHTS for compounds that reverse cellular toxicity of Amyloid beta (A-beta) peptide in yeast: Primary Screen | yeast expressing A-beta42, growth rescue, OD600, 48 h; response scale: 0% DMSO, 100% iron-clioquinol control | Potency, µM (top dose mostly 46.1 µM), inactives show top-dose growth rescue, actives largely listed as activators | hit rate 0.063% among 410,000; note: potency is the fitted concentration of half-maximal effect; nearly all actives have a fitted effect of over 55% in size
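Growth rescue measured by 600 nm absorbance after 48 h yeast culture at 30 C with compound. Values normalized between DMSO and an equimolar ferric chloride plus clioquinol control.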
GLP1R ag – qHTS of GLP-1 Receptor Agonists. HEK293 GLP-1R CRE-luciferase, luminescence, 4-6 h; cells express a hypersensitive GLP-1R form. Potency, µM (series often up to 45.6 µM), for inactives: at the top dose activation, actives largely listed as activators. hit rate 0.007% among 380,000. AID 624172, 2012; note: potency is the fitted concentration of half-maximal effect; % of control where 0% means no effect
Akt phos inh – HTS Assay for Inhibitors of Akt Phophorylation: Primary Screen. Neuro2A IGF-stimulated pAkt S473 HTRF, 20 min; stronger effect = lower value. activity change, % for hits at 50 µM. hit rate 0.32% among 360,000; in the data active = activity change below about -80%; inconclusive = mostly about -51% to -80%; note: % is set by controls: 0 for no effect and ±100 for the full control effect
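Neuro2A cells in DMEM with 0.5% FBS, overnight at 37 deg C, given compound at single 50 µM final, then IGF (6 nM final) for 20 min at 37 deg C. Lysed; phospho-Akt Ser473 by HTRF after 24 h, 665/615 ratio.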
FUS yeast rescue – qHTS for Suppressors of FUS Proteinopathy: Primary screen using FUS-linked yeast assay; Potency, µM (doses to about 76.6 µM), for the others: at the highest dose growth rescue (activation), most hits filed as activators; hit rate 0.24% among 390,000; S. cerevisiae FUS-expressing, growth rescue, OD600, 24 h;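 note: potency is the fitted concentration of half-maximal effect; plate controls were DMSO vehicle for no effect and reference control for full effect; nearly all actives have a fitted effect of over 55% in size; some results filed as inactive show a strong effect at the top dose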
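Yeast expressing FUS under galactose induction, OD 0.005 in 2% galactose medium; compounds in a dilution series, 24 h at 30C. Growth rescue by absorbance at 600 nm; CP55940 positive control, DMSO negative.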
Numbers without * were called inactive; i = inactive; ? = inconclusive; nt = not tested or not shown; [ ] = dose if it differs, or a comment. Unless noted, calls come from the whole dose curve; as a rule, active = well fitted curve in the direction sought with a large enough effect; inconclusive = small, poorly fitted or top-dose-only effect, or another doubt; inactive = no such curve, though single readings can be large; an effect the other way counts as inactive or inconclusive.

SMILES | aSyn rescue | DRD3 antagonist | TDP43 rescue | GLP-1R inv ag | PTHR1 agonist | Abeta rescue | GLP1R ag | Akt phos inh | FUS yeast rescue
NS(=O)(=O)c1cccc(NC(=O)COC(=O)CCC(=O)c2cccs2)c1 | -4% | 2 | 3% | 9% | -23% | -8% | -2% | i | -4%
O=C(c1ccc2c(=O)n3c(nc2c1)CCCCC3)N1CCc2ccccc21 | 0% | 11 | ? | ? | -18% | -4% | 8% | i | -12%
Cc1cccc(S(=O)(=O)Nc2nc3ccccc3nc2NCC2CCCO2)c1 (stereo unspecified) | 16% | -4 | 22% | ? | 15% | -30% | 1% | i | 15%
Cn1c(CCNC(=O)c2ccco2)nc2ccccc21 | 1% | 2 | 20% | 1% | -4% | 1% | -3% | i | -22%
Cc1ccc(-c2onc(C)c2C)cc1S(=O)(=O)N1CCOc2ccc(Cl)cc21 | nt | nt | 12% | ? | -9% | -10% | nt | nt | 37%
COc1ccc(NS(=O)(=O)c2cccc(C(=O)NNC(=O)c3ccc(O)c(Cl)c3)c2)cc1 | -6% | -28 | -3% | 7% | -12% | -24% | 2% | i | -2%
COCC(C)NC(=O)COc1nncc2ccccc12 (stereo unspecified) | 2% | 0 | -10% | 0% | i | -10% | 0% | i | -17%
COc1cccc(C(=O)NCCS(=O)(=O)N2CCOCC2)c1 | -9% | 2 | 4% | 3% | i | 5% | -5% | i | nt
c1ccc(CCN2CN=C(Nc3nc4ccccc4s3)NC2)cc1 | 0% | 17 | 16% | -23% | -74%[inhibitor] | 2% | -2% | i | -2%
O[C@H]1C[C@H](c2ccccc2)N(Cc2cccs2)C[C@@H]1n1cc(C2CC2)nn1 | 4% | 0 | 17% | ? | -68%[inhibitor] | 7% | -5% | i | 41%
COc1ccc(C(C)(NC(C)=O)c2nc(-c3cccc(C(=O)O)c3)cs2)cc1 (stereo unspecified) | -10% | 0 | -2% | -7% | 26% | -15% | -2% | nt | ?
C/C(Cn1nc([N+](=O)[O-])cc1C)=N\NC(=O)COc1c(Cl)cc(Cl)cc1Cl | -1% | -9 | -27% | -23% | -4% | -9% | 0% | i | nt
O=S(=O)(Nc1ncn[nH]1)c1ccc(Cl)cc1 | 3% | -3 | 11% | 5% | -15% | -2% | -10% | i | 2%
O=C(c1ccsc1)N1CCCC(N2CCN(c3cccc(Cl)c3)CC2)C1 (stereo unspecified) | 3% | -7 | 3% | ? | -55%[inhibitor] | 8% | -2% | i | -7%
CC1CCCC(NC(=O)COC(=O)/C=C/c2ccc([N+](=O)[O-])cc2)C1C (stereo unspecified) | -5% | 4 | 0% | 0% | -10% | 20% | -19% | i | nt
O=C(/C=C/c1ccc(OC(F)F)cc1)OCC(=O)N1CCN(C(=O)c2ccco2)CC1 | 4% | 14 | 0% | -28% | -24% | 6% | 2% | i | nt
COc1cccc(C=O)c1OCCN1C(=O)c2ccccc2C1=O | -1% | 9 | 19% | 5% | i | 2% | 3% | i | -23%
CC(=O)Oc1c(C)cc(Cl)cc1C(=O)Nc1ccc([N+](=O)[O-])cc1Cl | -29% | 4 | 0% | -37% | -54%[inhibitor] | 0% | -2% | i | -11%
Cc1ccc(C(=O)NNC(=O)CCN2C(=O)C3CCCCC3C2=O)cc1 (stereo unspecified) | 4% | 9 | -13% | 10% | i | 5% | -7% | i | -2%
COc1ccccc1NC(=O)C(C)OC(=O)Cc1n[nH]c(=O)c2ccccc12 (stereo unspecified) | -4% | 15 | -33%[inhibitor] | -5% | -13% | -7% | 0% | i | 8%
Cc1nnc(SCC(=O)Nc2ccccc2F)n(N)c1=O | 2% | 32 | 5% | -18% | -24% | -5% | -1% | i | 3%
COc1cccc2cc(C(=O)Oc3ccc(NC(C)=O)cc3)c(=O)oc12 | -3% | 10 | -12% | 16% | i | -11% | 4% | i | 20%
COc1ccc(C(=O)CNc2ccccc2CO)cc1 | -3% | -6 | 20% | -14% | -36% | -5% | 5% | i | 20%
CCc1nc(N2CCC3(CC2)OCCO3)c2nnn(Cc3ccccc3Cl)c2n1 | 0% | 9 | -6% | ? | i | 1% | 12% | i | 31%
COc1ccc(CN(C)CC2CCCN(CCc3ccc(F)cc3)C2)c(OC)c1OC (stereo unspecified) | -4% | ? | -5% | ? | 2% | -15% | 1% | i | -4%
C=CCn1c(=O)c2ccc(C(=O)NCc3ccccc3)cc2n(Cc2cccc(Cl)c2)c1=O | 3% | 3 | 10% | -8% | i | 2% | 5% | i | -10%
CC(C)(C)c1ccc(C(CC(=O)O)NC(=O)CCCc2ccccc2)cc1 (stereo unspecified) | 6% | 11 | 7% | 7% | i | 11% | -1% | i | 17%
COc1ccc(-c2[nH]ncc2CN(C)Cc2c(C)n[nH]c2C)c(OC)c1 | 3% | 15 | 10% | -13%[7.66 µM] | -21% | 16% | -2% | i | 0%
N#Cc1c(NC(=O)CN2CCN(S(=O)(=O)c3ccc4c(c3)OCCO4)CC2)sc2c1CCC2 | 3% | 0 | -7% | 1% | -20%[57.5 µM] | 4% | -4% | i | 27%
COCCN(C(=O)CSc1nnc(Nc2ccc(C)cc2)s1)c1c(N)n(CC(C)C)c(=O)[nH]c1=O | -4% | 3 | 8% | -18% | i | -9% | 1% | i | 19%
Cc1ccc(NC(=O)c2oc3ccccc3c2NC(=O)Cc2ccccc2)cc1 | nt | nt | 9% | 0% | -13% | 3% | 0% | nt | -17%
COc1ccc(C(=O)CSc2nnc(Cc3ccccc3)o2)cc1 | -5% | -15 | -9% | 2% | -50%[inhibitor][57.5 µM] | 0% | 15% | nt | ?
O=C(c1cccc(C(F)(F)F)c1)C1CCCN(C(=O)CCCn2cncn2)C1 (stereo unspecified) | -2% | 2 | 0% | 9% | i | 2% | 6% | i | 14%
O=C(c1oc(=O)c2ccccc2c1-c1ccccc1)N1CCN(C2CCCCC2)CC1 | 2% | -20 | -6% | -10% | -4% | 1% | 0% | i | -7%
COC(=O)c1ccc(CSc2nc3ccccc3c(=O)n2Cc2ccco2)o1 | -9% | 6 | ? | ? | -14%[57.5 µM] | 19% | 17% | i | 9%
COc1cc(Br)cc2cc(C(=O)N3CCN(c4ccccn4)CC3)c(=O)oc12 | 0% | 22 | 0% | 13% | -1%[57.5 µM] | 4% | -5% | i | 14%
CCCCC(=O)OCC(=O)Nc1ccc(SC(F)F)cc1 | 1% | 9 | ? | 8% | -23% | 16% | 1% | i | -11%
Cn1c(Cc2ccccc2)nnc1SCC(=O)Nc1ccccc1 | 1% | 0 | -6%[9.22 µM] | -10% | i | -7% | 2% | i | -2%
Cc1ccc(C(=O)C(SC(C)(C)C)n2cncn2)cc1 (stereo unspecified) | ? | -22 | 0% | -13% | i | 0% | 5% | i | -14%
COC(=O)CCC/C=C1\SC[C@@H](NC(=O)c2ccccc2)C1NC(C)=O (stereo partly specified) | 1% | 0 | -8%[0.397 µM] | 1% | i | 3% | 4% | i | 14%
Cc1ccccc1C(=O)NCC(C)NC(=O)c1ccccc1C (stereo unspecified) | -2% | 18 | 14% | -1% | i | 14% | 2% | i | 0%
COc1cccc(C2C(C(=O)/C=C/c3ccco3)=C(O)C(=O)N2CCN2CCOCC2)c1 (stereo unspecified) | 22% | -12 | nt | 2% | i | 18% | -3% | i | ?
CCOc1ccccc1C1C(C(=O)Nc2ccccc2)=C(C)Nc2nc(SCC(=O)c3ccc(C)cc3)nn21 (stereo unspecified) | nt | nt | 12% | 13% | i | -5% | nt | nt | -13%

Grouped by structure, the compounds so far containing a thiophene ring, fused or not
SMILES | aSyn rescue | DRD3 antagonist | TDP43 rescue | GLP-1R inv ag | PTHR1 agonist | Abeta rescue | GLP1R ag | Akt phos inh | FUS yeast rescue
NS(=O)(=O)c1cccc(NC(=O)COC(=O)CCC(=O)c2cccs2)c1 | -4% | 2 | 3% | 9% | -23% | -8% | -2% | i | -4%
O[C@H]1C[C@H](c2ccccc2)N(Cc2cccs2)C[C@@H]1n1cc(C2CC2)nn1 | 4% | 0 | 17% | ? | -68%[inhibitor] | 7% | -5% | i | 41%
O=C(c1ccsc1)N1CCCC(N2CCN(c3cccc(Cl)c3)CC2)C1 (stereo unspecified) | 3% | -7 | 3% | ? | -55%[inhibitor] | 8% | -2% | i | -7%
N#Cc1c(NC(=O)CN2CCN(S(=O)(=O)c3ccc4c(c3)OCCO4)CC2)sc2c1CCC2 | 3% | 0 | -7% | 1% | -20%[57.5 µM] | 4% | -4% | i | 27%

An excerpt; rates above refer to the full screens.
